From PubChem BioAssay
TNAP activation fold: human TNAP enzyme activators, primary screen, biochemical, luminescent, no phosphate acceptor, uHTS (AID 1001); Alkaline phosphatase, tissue-nonspecific isozyme (Homo sapiens); purified TNAP, luminescent activation assay, no phosphate acceptor; higher activation fold means a stronger effect; activation fold at 20 µM; hits with a dose series show EC50 in µM; hit rate 0.03% among 200,000; in the data active = activation fold from about 3, or a potency from the dose series; inactive = the rest, 99 in 100 with activation fold below about 1.6; note: many of its hits are not listed in these tables
XIAP displacement: XIAP antagonists, biochemical, IAP family, fluorescence polarization (AID 1018) | XIAP BIR domain, fluorescence polarization peptide displacement; higher % means a stronger effect | displacement, % at 20 µM; hits with a dose series show IC50 in µM | hit rate 0.007% among 200,000; in the data active = displacement above about 50%; note: a part of the inactive calls stands beside numbers as strong as those of hits
P. falciparum M1AAP: P. falciparum M1AAP inhibitors, biochemical, fluorogenic H-Leu-NHMec substrate, 1536-well (AID 1445) | Aminopeptidase N (Plasmodium falciparum (isolate 3D7)) | recombinant M1AAP, H-Leu-NHMec fluorogenic kinetic assay; higher % means a stronger effect | one-dose inhibition, % at 30 µM; IC50 in µM for titrated hits | hit rate 0.42% among 220,000;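 active = primary inhibition above the hit cutoff, then over 50% inhibition at one or more dose response concentrations, cut at about 23% in these data, passing the limit was not always enough; inconclusive = conflicting primary data, or primary hits not chosen for dose response; inactive = low primary inhibition, or under 50% at every dose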;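 note: plate controls were DMSO full reaction for no effect and no enzyme background for full effect; strong numbers were not always called active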
LYP inhibition: inhibitors of LYP phosphatase, biochemical, fluorescence intensity, uHTS (AID 1779); recombinant LYP phosphatase, fluorescence intensity; higher % means a stronger effect; hit rate 0.054% among 290,000; Tyrosine-protein phosphatase non-receptor type 22 (Homo sapiens); inhibition, % at 11.5 µM; hits with a dose series show IC50 in µM;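 note: plate controls were vehicle with enzyme for no effect and no enzyme for full effect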
PMI inhibitors: inhibitors of human PMI, primary screen, biochemical, fluorescence intensity, coupled assay (AID 1209). Mannose-6-phosphate isomerase (Homo sapiens). purified PMI enzyme, coupled fluorescence intensity; higher % means a stronger effect. inhibition, % at 20 µM, or IC50 in µM where a hit was titrated. hit rate 0.42% among 190,000;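 note: plate controls were DMSO vehicle for no effect and wells lacking substrate for full effect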
ER stress rescue: rescue of cells from ER stress-induced death, primary screen, 384-well, CSM14.1, thapsigargin, ATP luminescence (AID 1222) | one-dose cellular ATP content (survival), % at 20 µM; EC50 in µM for titrated hits | 190,000 tested, under 10 active | CSM14.1 thapsigargin-induced death rescue, ATP luminescence; higher % means a stronger effect;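 active = EC50 below 50 µM in the dose-response confirmation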;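 note: death triggered by thapsigargin at about 15 µM added after 2 h compound pretreatment; cell ATP read after overnight thapsigargin exposure of roughly 18 to 22 hours; normalized against plate controls of thapsigargin alone and 5% DMSO vehicle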
Myeloid diff MLP: induction of myeloid progenitor differentiation, primary screen, cell-based, flow cytometry, MLPCN library. hit rate 1% among 360,000. ER-HoxA9 myeloid progenitors, lysozyme-GFP differentiation. calls only at 10 µM. AID 624256, 2012;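 active = normalized GFP-positive differentiation at or above the plate's own cutoff, the solvent-only control mean plus 3 SD; inconclusive = no clear call, values can overlap the other calls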;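 note: cells exposed to compound for four days before flow analysis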
PMI inhibition: human PMI inhibitors, high substrate, primary screen, biochemical, fluorescence intensity, high mannose 6-phosphate (AID 1220) | Mannose-6-phosphate isomerase (Homo sapiens) | recombinant PMI enzyme, coupled fluorescence intensity; higher % means a stronger effect | inhibition, % at 20 µM; hits with a dose series show IC50 in µM | hit rate 0.66% among 190,000
M17LAP inhibition: P. falciparum M17LAP inhibitors, primary screen, biochemical, fluorogenic H-Leu-NHMec substrate, 1536-well (AID 1619) | Leucine aminopeptidase (Plasmodium falciparum (isolate 3D7)) | recombinant M17LAP, H-Leu-NHMec fluorogenic kinetic assay; higher % means a stronger effect | inhibition, % at 30 µM; hits with a dose series show IC50 in µM | hit rate 0.38% among 220,000;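 active = compound inhibiting the enzyme by more than half at any dose during confirmatory dose-response retesting; inconclusive = strong single-dose inhibitors picked by rank but not retested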;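 note: plate controls were full reaction with DMSO carrier for no effect and no enzyme background for full effect; strong numbers were not always called active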
Myeloid diff MLP GFP+ MAC1+ %: second read-out of Myeloid diff MLP, no call of its own (marks repeat the call); GFP+ MAC1+ double positive, %; measured here: differentiation confirmed by MAC1 staining
Starred values were filed as active, the others as inactive; i = inactive; ? = inconclusive; . = no result given. Cut-off read from the data, not from the text of the source, unless noted: active = inhibition above about 50%; inactive = the rest.

SMILES	XIAP displacement	ER stress rescue	TNAP activation fold	M17LAP inhibition	Myeloid diff MLP GFP+ MAC1+ %	PMI inhibitors	P. falciparum M1AAP	LYP inhibition	PMI inhibition	Myeloid diff MLP
C=CCn1c(=O)c2c3c(sc2n2c(Nc4ccc(C(=O)OCC)cc4)nnc12)CCCC3	-3.3%	-3.8%	1.1	-10%	1.5	-1%	0%	4%	6%	i
CCOC(=O)C1C(=O)OC(C)(C)C1C(C)C(=O)c1ccccc1 (stereo not drawn)	-5.0%	0.2%	1.1	0%	0.5	14%	5%	-10%	6%	i
O=C(CNC(=O)c1ccc(-c2ccccc2)cc1)OCc1c(F)cccc1Cl	0.0%	-4.1%	1.1	19%	0.1	4%	9%	-6%	1%	i
CC(C)C(=O)Nc1nnc(SCC(=O)Nc2ccc3c(c2)OCCO3)s1	-5.8%	0.3%	1.1	19µM*	0.6	-5%	2%	-10%	-9%	i
Cn1cnnc1SCC(=O)Nc1ccc2c(c1)CCC2	-4.1%	5.0%	1	43%	0.8	8%	14%	-5%	14%	i
CCc1ccc(NCCC(=O)c2ccc(Br)cc2)cc1	-10%	-0.4%	1	0%	6.5	12%	-2%	-12%	17%	i
C=CCNC(=S)Nc1ccc(Cl)cc1	-4.6%	-1.0%	0.9	-4%	0.7	-9%	-1%	-5%	-1%	i
CCN(CC)S(=O)(=O)c1cc(C(=O)O)ccc1OC	.	.	.	-5%	0.4	.	-9%	-4%	.	i
CCSc1nnc(NC(=O)C(C(F)(F)F)C(F)(F)F)s1	-3.7%	1.9%	1	17%	0.5	-4%	6%	-9%	-8%	i
COc1cccc(CN=c2c([N+](=O)[O-])nn(-c3ccccc3C)n2O)c1	-3.8%	-0.9%	1.2	2%	0.6	-2%	4%	-7%	5%	i
O=S(=O)(NCCc1csc(-c2ccccc2)n1)c1ccc2c(c1)OCCO2	2.0%	-3.2%	1.1	-20%	0.7	14%	4%	3%	13%	i
Cc1c(C(=O)NC2CC2)oc2ccc(S(=O)(=O)N3CCCCCC3)cc12	-13%	0.9%	1.1	-1%	1.2	0%	-1%	-2%	-1%	i
CC(C)OC(=O)c1c(NC(=O)c2cnn3c2NC(c2ccccc2)CC3C(F)F)sc2c1CCCC2 (stereo not drawn)	-4.4%	-0.9%	1	4%	.	5%	0%	-2%	6%	.
CCCNc1nc(C)cc(-c2cc(-c3ccccc3)on2)n1	.	.	.	-10%	0.8	.	-2%	-3%	.	i
O=C1c2ccccc2C(=O)N1CCc1csc(-c2cccc(F)c2)n1	-2.8%	1.2%	1.2	-2%	2.0	15%	0%	-1%	17%	i
O=C(O)c1cccc(-n2cnnn2)c1	-3.5%	3.7%	1.1	-15%	1.0	4%	5%	-7%	0%	i
O=C1C(Cl)=C(N2CCN(c3ccccc3[N+](=O)[O-])CC2)C(=O)c2ccccc21	-2.1%	0.3%	0.9	-10%	.	-17%	1%	-7%	-5%	?
Cc1cc(C)n(C(=O)Cn2nc(C(F)F)cc2C)n1	3.4%	-1.2%	1.1	-2%	0.7	-2%	3%	-1%	-2%	i
COCCCn1c(SCC(=O)Nc2ccc3c(c2)OCCO3)nnc1-c1ccoc1C	-5.2%	-1.1%	1.1	11%	0.1	-3%	10%	4%	0%	i
OC1CCCN(C(=S)NCc2ccccc2)C1 (stereo not drawn)	-6.7%	-1.2%	1	2%	0.6	4%	3%	8%	4%	i
O=C(NC1CCCCCC1)C1c2ccccc2C(=O)N1C1CC1 (stereo not drawn)	-24%	-0.3%	1.1	25%	3.2	2%	20%	-2%	-2%	i
CCn1c(SCC(=O)Nc2cc(C)c(Cl)cc2OC)nnc1-c1ccco1	0.7%	-2.5%	1.1	-3%	0.7	15%	-6%	-5%	12%	i
O=C(CC12CC3CC(CC(C3)C1)C2)NC(Cc1ccccc1)C(=O)O (stereo not drawn)	-9.2%	-1.0%	1.1	-2%	0.3	-16%	1%	-7%	-9%	i
Cc1c(NC(=O)c2n[nH]c(=O)c3ccccc23)c(=O)n(-c2ccccc2)n1C	-1.4%	-1.4%	1.1	8%	0.5	5%	3%	3%	8%	i
CC(=O)N/C(=C/c1ccc2c(c1)OCO2)C(=O)Nc1ccccc1	-2.4%	-2.9%	1.1	27%	0.2	11%	6%	6%	6%	i
Cc1ccc2c(c1)[nH]c1c(=O)n(CCN3CCCCC3)cnc12	-6.7%	-0.9%	0.9	-16%	1.6	0%	13%	-1%	2%	i
COC(=O)c1ccc(NC(=O)CN(c2ccc(C)cc2)S(=O)(=O)c2c(C)nn(C)c2C)cc1	-3.1%	-0.5%	1.1	-12%	2.2	6%	2%	0%	7%	i
Cc1ccc(NC(=O)/C(C#N)=C/c2ccc(Sc3nc(C)cc(C)n3)o2)cc1	-1.4%	8.9%	1.1	-4%	5.9	9%	-1%	-4%	1%	i
NC(=O)CN1CCOCCOCCN(CC(N)=O)CCOCC1	-1.1%	-3.6%	1.2	-7%	5.1	-30%	-20%	-4%	-37%	i
CN(CCNC(=O)CCCOc1cc(=O)n(C)c2ccccc12)Cc1ccccc1	0.4%	-1.2%	1.1	8%	0.1	-3%	3%	-8%	0%	i
c1ccc(-c2cc(N3CCCCC3)c3ccccc3n2)cc1	-3.7%	-0.4%	1.1	4%	0.3	6%	-3%	1%	8%	i
CCC1CCCCN1Cc1nc2c(c(=O)n(C)c(=O)n2C)n1Cc1ccccc1 (stereo not drawn)	-2.6%	-1.1%	1	-8%	2.6	-4%	6%	-5%	-4%	i
O=C(CSc1nnc(-c2cccnc2)o1)OC1CCCCC1	-11%	.	1.1	7%	0.4	10%	12%	-1%	9%	i
COc1ccc(S(=O)(=O)Oc2ccc3c(c2)O/C(=C\c2cccnc2)C3=O)cc1	-7.3%	0.6%	1.1	-4%	7.1	5%	6%	-2%	3%	i
Cc1ccc(Oc2cc(N3CCOCC3)nc(-c3ccccc3)n2)cc1	-4.3%	0.4%	1.1	3%	0.5	20%	1%	-4%	13%	i
COC(=O)c1c(NC(=O)C2COc3ccccc3O2)sc2c1CCN(Cc1ccccc1)C2 (stereo not drawn)	0.2%	2.2%	1.1	0%	1.0	-7%	-3%	0%	-9%	i
Cc1nc(NC(=O)c2csc3ccccc23)sc1C	3.3%	0.0%	1.1	8%	1.9	3%	3%	-7%	1%	i
COC(=O)C1=C(C)Nc2[nH]c(=S)[nH]c(=O)c2C1c1ccc(O)cc1 (stereo not drawn)	.	.	.	8%	0.5	.	1%	-5%	.	i
O=C(NCCCn1ccnc1)c1cc(-c2ccncc2)nc2ccccc12	-2.2%	0.0%	1	8%	0.4	-4%	8%	-6%	-6%	i
Cc1ccc(N2C(=O)c3sc4nnc(C)c(=O)n4c3C2=O)cc1	-1.0%	-3.3%	1.1	5%	0.7	17%	-1%	2%	19%	i
CC1(C)CC2CC(C)(CN2C(=S)Nc2ccccc2F)C1 (stereo not drawn)	-2.5%	0.0%	1.1	-5%	0.3	4%	3%	-6%	0%	i
Cc1cc(C)n2ncc(C(=O)NCCc3ccccc3)c2n1	-6.9%	3.6%	1.1	-7%	1.0	8%	-6%	-1%	3%	i
Cc1cnc(NC(=O)CSc2nnc(COc3ccccc3)o2)s1	.	.	.	0%	0.6	.	0%	-6%	.	i
COc1ccc(N=Cc2c(O)[nH]c3ccccc23)cc1OC	-3.1%	-1.6%	1.1	10%	.	18%	5%	3%	21%	?
COc1cc([N+](=O)[O-])ccc1NC(=O)CC(C)C	-5.2%	-0.9%	1.1	18%	1.6	1%	3%	3%	12%	i
O=C(c1ccco1)n1nc(-c2ccco2)nc1SCc1ccccc1	-3.2%	-1.6%	1.1	27%	0.7	12%	9%	-3%	8%	i
C(=C\c1cccc2ccccc12)/c1nnc(-c2cccs2)o1	-0.8%	-1.4%	1.1	11%	2.4	16%	4%	-1%	10%	i
CC1(C)CC(=O)C2=C(C1)N(c1ccc(Cl)cc1)C(=O)C2(O)C(F)(F)F (stereo not drawn)	-6.3%	3.9%	1.1	30%	0.5	-5%	13%	0%	-5%	i
